# aSyn yeast inh – alpha-synuclein toxicity inhibition in yeast; Yeast expressing alpha-synuclein, growth rescue, BacTiter-Glo, 24 h; Potency, µM (top dose mostly 46.1 µM), inactives show top-dose growth rescue (activation), most hits filed as activators; 0.14% of 370,000 active; AID 652106; note: potency is the fitted concentration of half-maximal effect; % of control where 0% means no effect; nearly all actives have a fitted effect of over 65% in size
#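 Rescue of yeast growth: cells expressing toxic alpha-synuclein, induced in galactose at OD600 0.02, incubated with compound 24 h at 30 C. ATP luminescence quantified growth; inhibitors of toxicity appear as activators.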
# PTHR1 ag – activates the human parathyroid hormone receptor PTHR1; 0.075% of 410,000 active; HEK293 GP2 PTHR1 cells, GloSensor cAMP luminescence, 1 h; Potency, µM (titrated, usually from 115 µM), for the others: at the top dose activation, usual class: activators; Q03431; note: potency is the fitted concentration of half-maximal effect; nearly all actives have a fitted effect of over 55% in size; some results filed as inactive show a strong effect at the top dose; inactives centre near -15; many of its hits are not listed in these tables
#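 HEK-293-derived GP2 cells expressing PTHR1 and a GloSensor cAMP reporter, 3,000/well, plated overnight, given luciferin plus IBMX (each 0.5 mM as added) for 1 h at 37 °C, then compound for 1 h at 37 °C. Luminescence was read after 15 min at room temperature.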
# TDP-43 yeast inh – inhibitors of TDP-43 toxicity in yeast. AID 652104. Potency, µM (highest dose often 46.1 µM), for the others: top-dose growth rescue (activation), usual class: activators. 1.8% of 410,000 active. TDP-43 expressing yeast growth rescue, BacTiter-Glo, 24 h; note: potency is the fitted concentration of half-maximal effect; % of control where 0% means no effect; nearly all actives have a fitted effect of over 50% in size
#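 In this qHTS, compounds that restore growth of yeast expressing TDP-43 appear as activators. Cells (OD600=0.02, galactose medium, raffinose-pregrown) are incubated with compound 24 hr at 30 deg C and growth is quantified by BacTiter-Glo.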
# GLP-1R inv ag – GLP-1 receptor (human) inverse agonism. P43220. HEK293 GLP-1R CRE-luciferase, luminescence, 24 h; GLP-1R form is constitutively active. Potency, µM (doses to about 38.3 µM), for inactives: top-dose activity change, negative = inhibition, hits mostly inhibitors. 1.6% of 410,000 active; note: potency is the fitted concentration of half-maximal effect; % is set by controls: 0 for no effect and ±100 for the full control effect; nearly all actives have a fitted effect of over 55% in size
# Target sequence (P43220 whole entry, looked up): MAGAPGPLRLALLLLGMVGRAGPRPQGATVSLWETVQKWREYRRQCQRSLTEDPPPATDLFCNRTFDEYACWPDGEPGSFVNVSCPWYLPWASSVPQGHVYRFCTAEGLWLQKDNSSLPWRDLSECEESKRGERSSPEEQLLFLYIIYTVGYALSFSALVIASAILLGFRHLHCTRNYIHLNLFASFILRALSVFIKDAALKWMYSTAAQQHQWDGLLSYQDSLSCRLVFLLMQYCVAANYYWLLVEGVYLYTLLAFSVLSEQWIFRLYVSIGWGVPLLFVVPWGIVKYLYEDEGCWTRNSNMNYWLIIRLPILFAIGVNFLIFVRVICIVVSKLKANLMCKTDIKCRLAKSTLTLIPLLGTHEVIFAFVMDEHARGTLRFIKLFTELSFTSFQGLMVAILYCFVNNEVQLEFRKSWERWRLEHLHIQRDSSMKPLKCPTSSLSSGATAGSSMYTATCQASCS
#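 Readout was luciferase luminescence, measured 12 min after detection reagent at room temperature. Beforehand, GLP-1R reporter HEK293 cells had sat 12 h, then received compounds for 24 hr at 37 deg C.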
# Mm-Cpn inhibitor – inhibitors of Methanococcus maripaludis chaperonin (MmCpn); purified Mm-Cpn ATPase, ADP Transcreener TR-FRET; Potency, µM (titrated, usually from 76.9 µM), without a hit: at the highest dose activity, negative = inhibition, actives largely listed as inhibitors; 0.031% of 330,000 active; AID 504842; note: potency is the fitted concentration of half-maximal effect; % is set by controls: 0 for no effect and ±100 for the full control effect; nearly all actives have a fitted effect of over 80% in size
#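 Compound-treated chaperonin, 25 nM final, turns over 10 uM ATP at 37°C for 30 min following a 10 min preincubation; ADP generated competes with ADP-d2 for Eu-cryptate antibody, lowering FRET.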
# GLP1R cytotox – cytotoxic in the GLP-1 receptor inverse agonist counter-screen. HEK293 cAMP-luciferase reporter cells, luminescence, 24 h. Potency, µM (series often up to 38.3 µM), for inactives: at the highest dose activity change, negative = inhibition, usual class: inhibitors. 0.13% of 410,000 active. AID 624418;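 note: loss of luciferase light is scored as toxicity; potency is the fitted concentration of half-maximal effect; % is set by controls: 0 for no effect and ±100 for the full control effect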
#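 MLSMR compounds, 24 hr on cells at 37 deg C/5% CO2; luminescence after luciferase reagent (12 min RT). Inhibition counted as the undesired cytotoxic outcome.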
# FUS yeast rescue – FUS proteinopathy suppression in yeast. Potency, µM (series often up to 76.6 µM), for the others: top-dose growth rescue (activation), actives largely listed as activators. 0.24% of 390,000 active. S. cerevisiae FUS-expressing, growth rescue, OD600, 24 h. AID 1347120;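 note: potency is the fitted concentration of half-maximal effect; plate controls were DMSO vehicle for no effect and reference control for full effect; nearly all actives have a fitted effect of over 55% in size; some results filed as inactive show a strong effect at the top dose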
#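 Read-out: OD at 600 nm after 24hr at 30C, reporting rescue of FUS-induced yeast toxicity. Cells at OD 0.005 in galactose (2%) minimal medium; compounds tested in a dilution series; CP55940 titration from 92uM final as control.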
# Akt phos inh – inhibitors of Akt phosphorylation | Neuro2A IGF-stimulated pAkt S473 HTRF, 20 min; active compounds read low | activity change, % for hits at 50 µM | 0.32% of 360,000 active | AID 651550; in the data active = activity change below about -80%; inconclusive = mostly about -51% to -80%; note: % is set by controls: 0 for no effect and ±100 for the full control effect
#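 Neuro2A cells (4,500/well, DMEM with 0.5% FBS) were treated with compound at a single 50 µM final concentration, stimulated with 6 nM IGF for 20 min at 37 °C, and lysed. Phospho-Akt Ser473 was read by HTRF as 665/615 ratio ×10^4.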
# Abeta yeast res – restores growth of yeast expressing A-beta42 peptide; yeast expressing A-beta42, growth rescue, OD600, 48 h; response scale: 0% DMSO, 100% iron-clioquinol control; Potency, µM (highest dose often 46.1 µM), inactives show top-dose growth rescue, actives largely listed as activators; 0.063% of 410,000 active; AID 1347071; note: potency is the fitted concentration of half-maximal effect; nearly all actives have a fitted effect of over 55% in size
#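 Yeast growth medium received pinned compounds, then yeast cells expressing toxic A-beta were added; plates incubated at 30 C for 48 hr. Growth read as absorbance at 600 nm, normalized to DMSO and equimolar FeCl3 plus clioquinol controls.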
# * hit, by the source's call; i = inactive; u = inconclusive; x = no result given; [ ] = dose if it differs, or a comment. Unless noted, calls come from the whole dose curve; as a rule, active = well fitted curve in the direction sought with a large enough effect; inconclusive = small, poorly fitted or top-dose-only effect, or another doubt; inactive = no such curve, though single readings can be large; an effect the other way counts as inactive or inconclusive.
# Start of the listing, in advance, ten compounds:
SMILES,aSyn yeast inh,PTHR1 ag,TDP-43 yeast inh,GLP-1R inv ag,Mm-Cpn inhibitor,GLP1R cytotox,FUS yeast rescue,Akt phos inh,Abeta yeast res
N#C/C(=C\c1cccc([N+](=O)[O-])c1)c1ccccn1,-6%,-28%,-7%[1.82 µM],22%,-8%,-4%,-7%,i,-9%
c1ccc(-c2nnc(SCc3cn4ccsc4n3)o2)cc1,6%,-36%[inhibitor],4%,59%[activator],0%,11%,15%,i,-13%
CS(=O)(=O)N(CC(=O)N1CCCC1)C1CCCCC1,2%,i,7%,1%,x,3%,-16%,i,14%
CC1(C(=O)Nc2ccc3c(c2)OCO3)CCN1Cc1ccccc1OC(F)F (configuration not stated),-1%,-12%,0%,u,x,-1%,11%,i,-6%
CC(C)c1ccc(NC2CCCN(C(=O)c3cnc4ccccn4c3=O)C2)cc1 (configuration not stated),-12%,i,11%,11%,0%,14%,-3%,i,-8%
CC(=O)c1cc2c(C)cc(=O)oc2cc1O,u,u,-6%,-10%,1%,139%[activator],14%,i,6%
CCCCn1nc(C(=O)OCC(=O)Nc2sccc2C(N)=O)c2ccccc2c1=O,-11%,-27%,13%,29%,1%,-1%,-14%,i,3%
COC(=O)[C@]1(Sc2ccc(C)cc2)CC(=O)N[C@@H]1c1ccco1,-5%,17%,-1%,6%,x,2%,-1%,i,-10%
N#Cc1ccccc1OCCn1cncn1,-7%,i,9%,6%,-3%,1%,-19%,i,-11%
CN1CCN(C(=S)Nc2ccc([N+](=O)[O-])cc2)CC1,-1%,-7%[57.5 µM],-24%,-12%,-2%,2%,20%,i,-3%

# The listing (from the top)
SMILES,aSyn yeast inh,PTHR1 ag,TDP-43 yeast inh,GLP-1R inv ag,Mm-Cpn inhibitor,GLP1R cytotox,FUS yeast rescue,Akt phos inh,Abeta yeast res
N#C/C(=C\c1cccc([N+](=O)[O-])c1)c1ccccn1,-6%,-28%,-7%[1.82 µM],22%,-8%,-4%,-7%,i,-9%
c1ccc(-c2nnc(SCc3cn4ccsc4n3)o2)cc1,6%,-36%[inhibitor],4%,59%[activator],0%,11%,15%,i,-13%
CS(=O)(=O)N(CC(=O)N1CCCC1)C1CCCCC1,2%,i,7%,1%,x,3%,-16%,i,14%
CC1(C(=O)Nc2ccc3c(c2)OCO3)CCN1Cc1ccccc1OC(F)F (configuration not stated),-1%,-12%,0%,u,x,-1%,11%,i,-6%
CC(C)c1ccc(NC2CCCN(C(=O)c3cnc4ccccn4c3=O)C2)cc1 (configuration not stated),-12%,i,11%,11%,0%,14%,-3%,i,-8%
CC(=O)c1cc2c(C)cc(=O)oc2cc1O,u,u,-6%,-10%,1%,139%[activator],14%,i,6%
CCCCn1nc(C(=O)OCC(=O)Nc2sccc2C(N)=O)c2ccccc2c1=O,-11%,-27%,13%,29%,1%,-1%,-14%,i,3%
COC(=O)[C@]1(Sc2ccc(C)cc2)CC(=O)N[C@@H]1c1ccco1,-5%,17%,-1%,6%,x,2%,-1%,i,-10%
N#Cc1ccccc1OCCn1cncn1,-7%,i,9%,6%,-3%,1%,-19%,i,-11%
CN1CCN(C(=S)Nc2ccc([N+](=O)[O-])cc2)CC1,-1%,-7%[57.5 µM],-24%,-12%,-2%,2%,20%,i,-3%
NCCCCCNC(=O)c1nc[nH]c1C(=O)NCC(=O)OCc1ccccc1,-14%,i,13%,9%,1%,11%,-15%,i,4%
Cc1cc(OCC(O)CN2CCN(c3ccccn3)CC2)cc(C)c1Cl (configuration not stated),7%,-36%[inhibitor],-3%,11µM*,u,-10%,16%,i,7%
CC(C)c1nc2sc3c(=S)nc[nH]c3c2c2c1CCC2,3%,-10%,16µM*,23%,-9%,-7%,-14%,i,24%
Cc1ccccc1Nc1nc(N)nc(CSc2nc3ccccc3c(=O)n2C)n1,-5%,-31%[inhibitor],22%,1%,-1%,-21%,5%,i,6%
O=C(O)c1nnn(-c2cccc(C(F)(F)F)c2)c1-c1ccccc1,-2%,-17%,2%,-7%,0%,1%,-2%,i,9%
O=C(OCCNC(=O)c1ccc2ccccc2n1)c1cccnc1,13%,-23%[57.5 µM],-2%,35%[activator],0%,u,-11%,i,-29%
Cc1cccc(C)c1NC(=O)C1(C)CN(S(C)(=O)=O)CC(=O)N1CCc1ccccc1F (configuration not stated),0%,i,-4%,-5%,x,13%,25%,i,-7%
CCn1c(Cc2ccccc2)nnc1SCC(=O)Nc1ccc2c(c1)OCO2,3%,i,5%,u,0%,-17%,-6%,i,23%
COc1ccc(-c2noc(C(C)NC(=O)c3ccco3)n2)cc1 (configuration not stated),x,i,-3%,-21%,x,-4%,9%,x,-25%
COc1cc(-c2nc3ncccn3c2Nc2ccc(C)cc2C)ccc1O,x,-28%,1%,-24%,x,-19%,5%,x,-18%
CCOC(=O)C1=C(C)NC(=O)NC1c1ccc2c(c1)OCCO2 (configuration not stated),1%,-4%,0%,1%,-3%,-5%,14%,i,27%
COc1ccc2oc(C)c(C(=O)c3ccc(C)cc3)c2c1,-8%,-20%,15%,u,1%,6%,-15%,i,-6%
COc1ccc(NC(=O)CCCNS(=O)(=O)c2cccs2)cc1,1%,i,11%,-9%,1%,2%,-6%,i,6%
COC(=O)CCC(=O)NNC(=O)C1CC1(c1ccccc1)c1ccccc1 (configuration not stated),-3%,-6%,-2%,1%,0%,16%,-16%,i,-6%
COC(=O)Cc1csc(NCc2ccccc2)n1,u,i,1%,-11%,-1%,-1%,0%,i,4%
O=c1ccc2ccc(Oc3ccc(Cl)cc3[N+](=O)[O-])cc2o1,0%,-17%,-2%,u,2%,-2%,12%,i,15%
Cc1ccc(C(=O)OCc2cc(=O)n3nc(CC(C)C)sc3n2)cc1,x,i,-13%,5%,x,-1%,-1%,x,-15%
CCOC(=O)c1sc(S(C)=O)c2c1CCc1conc1-2 (configuration not stated),1%,-2%,15%,58%[activator],-7%,3%,-3%,i,8%
Cc1ccc(S(=O)(=O)N2CCCC2CNC(=O)c2ccccc2)cc1 (configuration not stated),-1%,i,-6%,u,1%,10%,9%,i,9%
COc1ccc(CC(=O)Nc2ccc3nc(Nc4cccc(Cl)c4)cc(C)c3c2)cc1,x,-18%,u,7.9µM*,x,-18%,u,x,6%
CC(=O)c1ccc(NC(=O)C2CCCO2)cc1 (configuration not stated),3%,-45%[inhibitor],9%,15%,3%,-8%,-15%,i,7%
COc1ccc(OC)c(CNC(=O)c2cccc(NC(=O)N3CCSc4ncccc43)c2)c1,x,-16%,7%,3%,x,-13%,7%,x,7%
O=C(CSc1nccn1-c1ccc(F)cc1)Nc1nc2ccccc2s1,x,-46%[inhibitor],u,u,x,-6%,17%,x,-3%
Cn1c(=O)n(C)c2cc(CNCc3ccc(C(=O)O)cc3)ccc21,x,-22%,0%[9.22 µM],-4%,x,-3%,-24%,x,10%
O=C(/C=C/c1ccccc1Cl)c1ccc[nH]1,3%,-26%,14%,13%,-8%,-14%,x,i,-67%[inhibitor]
CC1(C)CC(=O)C=C(NCc2ccco2)C1,1%,i,-1%,0%,-1%,21%,x,i,-1%
CCN(C(=O)c1cc2c(=O)oc3ccccc3c2s1)c1ccccc1F,x,i,u,8%,x,-9%,-33%,x,-10%
O=[N+]([O-])c1c(Nc2ccc(Br)cc2)ccc2nonc12,-10%,i,-2%,3%,1%,14%,8%,i,-18%
CN(CC(O)COc1ccccc1F)C1CCCCC1 (configuration not stated),-6%,-13%,-19%[9.22 µM],16%,0%,16%,5%,i,6%
CC1=C(C(=O)N2CCOCC2)CC(CC(=O)NCc2cccc3ccccc23)C(=O)N1Cc1ccccc1 (configuration not stated),4%,-22%,17%,3%,x,2%,4%,i,-1%
COc1ccc(N2C(=O)C3CCCCC3C2=O)cc1NC(=O)c1ccccc1 (configuration not stated),6%,i,-3%,3%,1%,-8%,13%,i,13%
Cc1nn(-c2ccc(N3CCCCC3)nn2)c(C)c1CCC(=O)Nc1ccc(F)cc1,2%,-26%,1%,u,-2%,-12%,16%,i,10%
CCOC(=O)N1CCN(C(=O)c2cccc(NS(=O)(=O)c3ccc(F)c(F)c3)c2)CC1,4%,-33%[inhibitor],7%,-4%,0%,-11%,19%,i,3%
CCC(=O)N1c2ccccc2NC2=C(C(=O)CCC2)C1c1cccnc1 (configuration not stated),-5%,i,-16%,7%,0%,2%,18%,i,-15%

# A portion of the library, so the mix of outcomes need not match the whole.
